From PubChem
TAG inh – inhibitors of triacylglycerol accumulation; H9c2 cells, Nile Red lipid (TAG) fluorescence; cells loaded with 200 µM oleic acid; inhibition, % at 12.5 µM; actives 0.66% (n = 230,000); AID 651582;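 active means pattern-corrected inhibition of lipid staining of at least 50% with the nuclear-stain viability signal not falling by more than 50%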;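 further: 0% = DMSO wells and 100% = triacsin C control wells; some results filed as inactive read as strong as hits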
TAG inh DAPI viability – further read-out of TAG inh, marked with its call; DAPI nuclei signal change (viability), lower = more cytotoxic, %;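 whole-well DAPI fluorescence read on a plate reader as a viability signal; minus 50 percent equals half of cells still viable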
* = called active by the depositor.

Every second line gives: TAG inh, TAG inh DAPI viability
CCOc1cc(-c2sc(Nc3cc(C)ccc3OC)n[n+]2-c2ccccc2)ccc1OC
    -17.2, -2.7
Cc1csc(=O)n1CC(=O)OC(C)C(=O)Nc1ccc(F)c(F)c1F (stereo not given)
    -3.6, 2.4
COc1ccc(CC(=O)OC2CCCN(C)C2)cc1 (stereo not given)
    -6.0, -5.7
CCCCn1c(-c2cccnc2)nc2cc3[nH]c(=O)c(C(C)C)nc3cc21
    19.8, 41.2
C=CCc1c(C)nc(C)nc1N/N=C/c1ccc(F)cc1
    -1.2, 1.3
Nc1c(Cl)c(Cl)nc(C(=O)OCC(=O)N2CCCC2=O)c1Cl
    -3.1, -5.5
O=C(N/N=C/c1ccc(-c2ccccc2)o1)c1ccccc1O
    8.5, -1.7
Cc1ccc2occ(C(c3nnnn3Cc3ccccc3)N3CCOCC3)c(=O)c2c1 (stereo not given)
    0.0, -1.6
Cc1ccc(Cn2ccc(C3CC3)n2)cc1
    -2.4, 7.6
C#CCOCCOCCOCCNc1nc(N2CCN(C(=O)[C@H](CO)n3cc([C@@H](N)C(C)C)nn3)CC2)nc(N2CCN(C(=O)[C@H](CCCCN)n3cc([C@@H](N)[C@H](C)CC)nn3)CC2)n1
    -15.5, 26.0
COc1ccc(Nc2nnc(SCC(=O)NC3CCCC3)s2)cc1
    -2.6, -1.1
COc1ccccc1NC(=O)CCN1C(=O)C2CC=CCC2C1=O (stereo not given)
    -1.5, 3.3
O=C(CSc1nnc2ccc(-c3ccccn3)nn12)NCC1CCCO1 (stereo not given)
    7.4, -9.4
COC(=O)Cc1[nH]nc2c1C(c1cc(OC)c(OC)c(OC)c1)C(C#N)=C(N)O2 (stereo not given)
    4.3, -0.4
CCCCCCCCCCCCN1[C@@H](CC(C)=O)c2cc(F)ccc2S1(=O)=O
    -35.6, 3.2
N#Cc1c2c(c(NCc3ccco3)n3c1nc1ccccc13)CCC2
    3.7, 1.0
Cc1ccc(S(=O)(=O)N(C)CC(=O)Nc2cccc3c2CCCC3)cc1
    -34.9, 2.0
Cc1ccc(C)c(NC(=O)CN(C)C(=O)c2cccc(Oc3ccccc3)c2)c1
    2.6, -14.0
CNCCCOc1ccc(C)cc1Br
    -3.0, 12.2
COc1ccc(CC(=O)NNC(=O)c2cc(C)oc2C)cc1OC
    1.0, 3.4

Entries of single compounds from above. Order of values: TAG inh | TAG inh DAPI viability
Shown for COC(=O)Cc1[nH]nc2c1C(c1cc(OC)c(OC)c(OC)c1)C(C#N)=C(N)O2 (stereo not given) → 4.3 | -0.4
Shown for Cc1csc(=O)n1CC(=O)OC(C)C(=O)Nc1ccc(F)c(F)c1F (stereo not given) → -3.6 | 2.4
Shown for N#Cc1c2c(c(NCc3ccco3)n3c1nc1ccccc13)CCC2 → 3.7 | 1.0
Shown for CCOc1cc(-c2sc(Nc3cc(C)ccc3OC)n[n+]2-c2ccccc2)ccc1OC → -17.2 | -2.7
Shown for CNCCCOc1ccc(C)cc1Br → -3.0 | 12.2

Additional compounds follow:
Every second line gives: TAG inh, TAG inh DAPI viability
CCOC(=O)C1(C)CCCN1C(=O)c1ccc(N(C)C)cc1 (stereo not given)
    -10.3, 3.7
CS(=O)(=O)c1ccc(Cl)c(NC(=O)CSc2n[nH]c(-c3cccs3)n2)c1
    8.5, -7.1
CCCOc1ccccc1OCC(=O)Nc1cc(Cl)ccc1-n1cncn1
    -4.8, 3.4
CSc1nc(S(=O)(=O)c2ccccc2)c(Cl)s1
    -0.2, -5.5
CC1CCCC(NC(=O)CSC2=Nc3ccccc3C3CC=NN23)C1C (stereo not given)
    -12.4, -4.8
O=C(COC(=O)c1ccc(F)cc1)Nc1ccc2c(c1)OCO2
    1.7, 9.1
CC1CCN(c2oc(-c3ccco3)nc2S(=O)(=O)c2ccccc2)CC1
    -0.9, 0.3
CCOC(=O)N1CCN(C(=O)CSc2nc3c([nH]c4ccccc43)c(=O)n2C)CC1
    2.4, 8.2
COc1cc(C(=O)N/N=C/c2sccc2C)cc(OC)c1OC
    45.3, -31.8
Cc1ccc(CSc2nnc(SCC(=O)N/N=C/c3ccc(C(=O)O)cc3)s2)cc1
    -29.5, -3.1
Cn1nc(C(C)(C)C)cc1C(=O)N1CCCCC1c1cc(C(=O)N2CCOCC2)no1 (stereo not given)
    -13.0, 19.7
CCOc1ccccc1NC(=O)c1nc(-c2ccccc2)oc1C
    -1.8, 4.5
CCOC(=O)N1CCN(C(=O)CCSc2ccccc2)CC1
    -5.0, 10.0
O=C(NC(=S)Nc1ccc(CN2CCOCC2)cc1)c1ccco1
    -4.4, 4.0
CC(C(=O)N1CCc2ccccc21)n1cccc1 (stereo not given)
    -19.6, 10.2
O=C(OCC(=O)N1CCCc2ccccc21)c1cc(S(=O)(=O)N2CCOCC2)ccc1F
    -0.6, -1.3
CCOc1ccc(C(C)=O)cc1COC(=O)c1cccnc1SC
    5.8, -1.7
Cc1ccc(N2C(=O)c3ccccc3C2C(=O)c2ccc(C)c(C)c2O)cc1 (stereo not given)
    -7.5, -3.1
CCOc1ccc(Cc2nnc(SCC(=O)Nc3ccc(OC)cc3)n(N)c2=O)cc1
    41.5, -2.3
COc1ccc(CC(=O)NNC(=O)CCC(=O)Nc2cc(C)ccc2C)cc1
    -17.4, 20.4
CCCSc1nc(N2CCOCC2)c2c(c1C#N)CC(C)(C)SC2
    11.5, -6.5
CCCCc1ccc(S(=O)(=O)NC(=O)C2(C)CCN2C(=O)C/C=C/c2ccccc2)cc1 (stereo not given)
    7.0, -1.3
COc1ccc(-c2cc3nc(C)c(CCC(=O)NCc4ccc(F)cc4)c(C)n3n2)c(OC)c1
    12.1, 21.2
COc1ccc(Nc2nc(N)nc(CSc3nc(C)cc(C)n3)n2)cc1
    7.4, 19.4
O=C(CCC(=O)Nc1ccccc1)NNC(=O)c1ccccc1Cl
    -2.5, 0.5
COCCOC(=O)c1c(C)nc(SCC(=O)Nc2ccc(C)cc2)c(C#N)c1-c1ccco1
    -0.8, 7.7
Cc1onc(-c2ccccc2Cl)c1C(=O)NCc1nc(-c2ccc(C(F)(F)F)cc2)no1
    -6.3, -2.3
CSc1ccccc1NC(=O)CN(C)C(=O)c1ccc2c(c1)OCCO2
    -2.5, -1.7
Cc1nn(C)c(C)c1S(=O)(=O)NC1CCCC1
    -3.0, 2.1
Cc1ccc(Cl)cc1NS(=O)(=O)c1cn(C)nc1C
    13.6, -1.4
CCCc1cc(=O)[nH]c(SCCc2ccccc2)n1
    7.7, -9.8
COc1cc(O)c2c(=O)c3c(OC)c(O)ccc3oc2c1
    -10.3, 0.3
CCOc1ccccc1-n1c(SCC(=O)N(CC)CC)nnc1-c1ccccn1
    6.6, -7.1
Cc1ccc(NC(=O)CCC(=O)N/N=C/C=C/c2ccccc2)cc1
    -10.4, -0.1
Cc1c(CCO)c(=O)[nH]n1S(=O)(=O)c1ccccc1
    9.5, 4.4
CCC1(CC)NC(=O)N(CC(=O)OCC(=O)c2ccccc2OC)C1=O
    -25.8, 2.1
CC(C)C[C@H](NC(=O)c1nc[nH]c1C(=O)N[C@@H](CC(C)C)C(=O)OCc1ccccc1)C(=O)OCc1ccccc1
    -0.8, 7.1
COc1cccc(Nc2nc(-c3sc(NC(=O)CC(C)C)nc3C)cs2)c1
    3.8, 6.9
Cn1c(-c2ccco2)n[nH]c1=S
    4.1, -11.4
O=C(CCC(=O)c1cccs1)NNC(=O)c1cc(Cl)ccc1Cl
    -3.0, 2.9
CCCC(C(=O)Nc1ccc(C)c(S(=O)(=O)N2CCOCC2)c1)c1ccccc1 (stereo not given)
    7.3, -3.1
COc1ccc(C(=O)COC(=O)c2ccccc2O)c(OC)c1
    6.7, -4.9
COc1cccc(OCC(=O)N2CCC3(CC2)CC(=O)c2ccccc2O3)c1
    -5.9, 3.3
CSc1ccccc1C(=O)C1CCCN(Cc2c(C)n(C)n(-c3ccccc3)c2=O)C1 (stereo not given)
    -9.2, 8.6
C=CCn1c(CNC(=O)c2ccco2)nnc1SCC(=O)c1ccccc1
    -8.5, 2.6
C=CCn1c(SCC(=O)OCC)nc(C(F)(F)F)cc1=O
    -20.1, 9.8
O=C(COC(=O)CNC(=O)c1ccccc1)Nc1ccccc1Cl
    -4.2, -5.1
O=C(Nc1ccc2[nH]c3c(c2c1)CCCC3)c1ccco1
    4.7, 2.7
Cc1c(NC(=O)Nc2ccc(C(C)C)cc2)c(=O)n(-c2ccccc2)n1C
    -22.3, -0.7
COc1ccc(/C=C/C(=O)N2CCN(c3ccccn3)CC2)c2ccccc12
    -0.1, -6.5
Nc1ccccc1/C=C/c1ccccc1N
    -9.6, 161.1
CC(O)(c1cccnc1)c1nc(-c2ccc3ccccc3c2)cs1 (stereo not given)
    -15.1, 16.2
Cc1cc(N2C(=O)C(O)=C(C(=O)c3ccco3)C2c2ccc(O)cc2)no1 (stereo not given)
    -8.9, 10.4
O=C1NC(Cc2c[nH]c3ccccc23)C(=O)N1Cc1ccccc1 (stereo not given)
    0.1, -2.0
O=C(Nc1ccc2nc(-c3ccccc3)oc2c1)c1ccco1
    8.6, 8.9
COc1ccc(C)cc1S(=O)(=O)n1ccnc1C
    9.6, 2.7
CCN(C(=O)COC(=O)C1COc2ccccc2O1)c1c(N)n(Cc2ccccc2)c(=O)[nH]c1=O (stereo not given)
    -16.7, 2.5
COC(=O)N(NC(=O)C(O)(c1ccccc1)c1ccccc1)c1ccccc1
    -9.2, 0.9
COc1cccc(-c2ncc3ccccc3c2COC(=O)c2ccc(F)cc2)c1
    -15.0, 4.8
O=C(CN1CCCc2ccccc21)NCCc1ccc(Cl)cc1
    -17.9, 8.7

Shown as labelled records: part of the list above.
> C=CCn1c(CNC(=O)c2ccco2)nnc1SCC(=O)c1ccccc1
  TAG inh = -8.5
  TAG inh DAPI viability = 2.6
> C=CCn1c(SCC(=O)OCC)nc(C(F)(F)F)cc1=O
  TAG inh = -20.1
  TAG inh DAPI viability = 9.8
> O=C(COC(=O)CNC(=O)c1ccccc1)Nc1ccccc1Cl
  TAG inh = -4.2
  TAG inh DAPI viability = -5.1

Next results:
mol	TAG inh	TAG inh DAPI viability
Cc1ccc(S(=O)(=O)N(C)C)cc1NC(=O)CN1C(=O)NC2(CCc3ccccc32)C1=O (stereo not given)	-3.6	5.5
CSCc1ccc(C(=O)NC(C)c2ccc(-n3ccnc3)cc2)cc1 (stereo not given)	-25.9	-4.9
COC(=O)c1cc(OC)c(OC)cc1NC(=O)CSc1nnnn1Cc1ccccc1	-19.4	2.3
O=C(CN1CCCCCCC1)Nc1ccc(Cl)cc1Cl	-25.8	8.9
Cc1cccc(NC(=O)C(C)SCc2nc3sc4c(c3c(=O)[nH]2)CCCC4)n1 (stereo not given)	9.6	-1.9
Nc1ccc2c(c1)-c1ccc(F)cc1C2=O	13.7	-7.5
Nc1c(N(CCC2=CCCCC2)C(=O)CCCOc2ccccc2)c(=O)[nH]c(=O)n1Cc1ccccc1	-3.0	-1.8
CCC(=O)Nc1nc2ccc3sc(C)nc3c2s1	5.2	-1.1
CCOc1cc(NC(=S)NCC2CCCO2)c(OCC)cc1NC(=O)C1CC1 (stereo not given)	14.4	0.2
CC(=O)NC(c1ccccc1)c1nc(/C=C/c2ccccc2)cs1 (stereo not given)	-2.4	5.7
O=C(Nc1ccc(N2CCOCC2)cc1)C1CCCN(S(=O)(=O)c2cccc(C(F)(F)F)c2)C1 (stereo not given)	8.5	-4.2
CN(CC(=O)Nc1ccc(Cl)c(C(F)(F)F)c1)C(=O)C1CC(=O)N(CCc2ccccc2)C1 (stereo not given)	-50.2	2.2
N#Cc1c(C(F)(F)F)cc(-c2ccc(Cl)cc2)nc1SCC(=O)O	3.9	5.1
CCSc1nc2c(c(=O)[nH]1)C(c1cccs1)C(C(=O)OC)=C(C)N2 (stereo not given)	-15.8	-1.5
CCOC(=O)C(=O)NC1CC=CCC1c1ccc2c(c1)OCO2 (stereo not given)	11.9	-0.2
O=C(OCc1cc([N+](=O)[O-])cc2c1OCOC2)c1ccccn1	4.2	15.6
Cc1ccc(C(=O)c2c(NC(=O)c3cccnc3)sc3c2CCCC3)cc1	9.8	-1.2
Cc1cccc(-n2ncc3c(NCc4ccccn4)ncnc32)c1	4.2	-3.9
CCCn1c(=N)c(C(=O)NCC2CCCO2)cc2c(=O)n3cccc(C)c3nc21 (stereo not given)	35.3	121.0
Cc1cc(C)c2nc(N3CCN(C(=O)c4ccco4)CC3)sc2c1	13.3	7.1
COc1ccc(N=Nc2c(C)[nH]c3ccccc23)cc1	6.9	-7.0
O=C(O)c1cc2ccccc2c2c1C(=O)c1ccccc1-2	-5.4	1.3
CCc1nnc(NC(=O)c2cc(S(=O)(=O)N3CCOCC3)ccc2N2CCCCC2)s1	-1.0	-8.3
COc1cc(OC)cc(-c2nnc(SCC(=O)N3CCCC3)o2)c1	-11.0	7.4
CN(C(=O)COC(=O)c1ccc(Cl)cc1N)C1CCS(=O)(=O)C1 (stereo not given)	0.6	7.9
COc1ccc(/C=N/NC(=O)c2ccncc2)cc1CN1CCCc2ccccc21	4.1	-0.1
CCCN(CC(=O)Nc1ccccc1C)C(=O)c1ccc(OCc2c(C)noc2C)cc1	8.0	-2.6
C[C@H]1CN([C@@H](C)CO)C(=O)c2cc(Br)cnc2O[C@H]1CN(C)Cc1ccc(Oc2ccccc2)cc1	2.5	10.7
CC1(C)C2CCC1(C)C(NC1=NCCC1)C2 (stereo not given)	-10.9	9.1
O=C(c1cccc(S(=O)(=O)N2CCOCC2)c1)N1CCN(S(=O)(=O)c2cccc([N+](=O)[O-])c2)CC1	2.4	2.8
CC(C)C[C@@]12C(=O)N(c3cccc(Cl)c3)C(=O)N1[C@H](c1ccc(Br)cc1)[C@@H]1C(=O)N(C(C)(C)C)C(=O)[C@@H]12	23.5	-14.1
COCCNC(=O)CS(=O)Cc1nc(-c2ccc(OC)cc2)oc1C (stereo not given)	-2.0	0.6
CCCn1nnnc1SCC(=O)NNC(=O)c1ccco1	8.5	-5.4

An excerpt; rates above refer to the full screens.
